# NSD2 inh: inhibitors of human NSD2, primary screen, biochemical, plate reader, single point; Histone-lysine N-methyltransferase NSD2 (Homo sapiens), O96028; NSD2-SET H3K36me1 DELFIA fluorescence; inhibition, % at 12.5 µM; hit rate 0.07% among 44,000; AID 624260, 2012; in the data active means inhibition above about 54%, passing the limit was not always enough;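 further: inhibitors reduce the monomethyl H3K36 fluorescence signal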
# Target sequence (O96028 whole entry, looked up): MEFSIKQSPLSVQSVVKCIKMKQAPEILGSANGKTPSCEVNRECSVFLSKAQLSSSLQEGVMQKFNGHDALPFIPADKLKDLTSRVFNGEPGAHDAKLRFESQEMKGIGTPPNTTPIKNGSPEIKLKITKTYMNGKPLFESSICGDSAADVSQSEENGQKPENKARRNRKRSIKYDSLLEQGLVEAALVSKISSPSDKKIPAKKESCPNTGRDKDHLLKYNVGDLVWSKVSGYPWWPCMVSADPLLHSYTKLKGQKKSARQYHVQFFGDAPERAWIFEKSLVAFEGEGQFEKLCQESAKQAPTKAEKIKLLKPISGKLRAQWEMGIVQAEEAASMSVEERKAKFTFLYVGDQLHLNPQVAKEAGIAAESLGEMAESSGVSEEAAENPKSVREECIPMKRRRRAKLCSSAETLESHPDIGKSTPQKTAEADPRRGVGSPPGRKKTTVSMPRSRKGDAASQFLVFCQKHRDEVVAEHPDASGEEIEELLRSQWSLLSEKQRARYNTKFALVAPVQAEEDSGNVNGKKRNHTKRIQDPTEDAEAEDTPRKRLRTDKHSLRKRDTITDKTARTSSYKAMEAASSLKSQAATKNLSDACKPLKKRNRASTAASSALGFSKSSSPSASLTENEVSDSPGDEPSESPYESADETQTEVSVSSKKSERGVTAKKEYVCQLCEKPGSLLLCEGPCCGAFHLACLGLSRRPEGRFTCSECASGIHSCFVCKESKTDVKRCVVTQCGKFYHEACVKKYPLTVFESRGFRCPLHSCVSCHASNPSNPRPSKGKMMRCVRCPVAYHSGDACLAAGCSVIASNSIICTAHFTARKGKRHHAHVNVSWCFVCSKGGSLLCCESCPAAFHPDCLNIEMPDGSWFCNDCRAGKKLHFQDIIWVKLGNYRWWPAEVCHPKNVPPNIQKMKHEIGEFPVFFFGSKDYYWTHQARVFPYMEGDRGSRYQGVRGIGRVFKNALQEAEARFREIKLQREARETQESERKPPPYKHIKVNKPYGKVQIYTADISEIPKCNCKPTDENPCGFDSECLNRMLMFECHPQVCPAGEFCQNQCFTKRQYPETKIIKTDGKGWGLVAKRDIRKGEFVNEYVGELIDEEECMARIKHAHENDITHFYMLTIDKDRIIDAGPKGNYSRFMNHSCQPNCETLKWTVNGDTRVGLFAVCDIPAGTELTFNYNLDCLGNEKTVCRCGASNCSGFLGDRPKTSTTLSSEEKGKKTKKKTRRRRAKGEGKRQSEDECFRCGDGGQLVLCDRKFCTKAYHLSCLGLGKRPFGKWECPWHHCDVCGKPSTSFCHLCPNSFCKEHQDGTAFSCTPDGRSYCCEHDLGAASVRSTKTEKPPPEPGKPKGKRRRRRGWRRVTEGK
# * hit, by the source's call.
nr	canonical_smiles	NSD2 inh
1	O=C(Nc1ccc(C(F)(F)F)cc1)Nc1ccc2c(c1)[C@@H]1C[C@H](CC(=O)N3CCc4ccccc4C3)O[C@H](CO)[C@@H]1O2	-2
2	C[C@@H]1CN([C@@H](C)CO)C(=O)Cc2cc(NC(=O)Nc3ccc(C(F)(F)F)cc3)ccc2O[C@@H]1CN(C)S(=O)(=O)c1cccs1	-6
3	C[C@H](CO)N1C[C@H](C)[C@@H](CN(C)Cc2ccncc2)OCCCC[C@H](C)Oc2ccc(NS(=O)(=O)c3ccc(Cl)cc3)cc2C1=O	6
4	COc1cc2c(cc1OC)CN(C(=O)[C@@H]1[C@H]3C(=O)O[C@H](c4ccccc4)[C@H](c4ccccc4)N3[C@H](c3ccc(O)cc3)[C@@]13C(=O)Nc1ccc(C#CC4(O)CCCCCC4)cc13)CC2	-1
5	FC(F)(F)c1ccnc(Oc2ccc(C3=NCCS3)cc2)c1	-2
6	C[C@@H]1CN([C@H](C)CO)C(=O)Cc2cc(NC(=O)CCC(F)(F)F)ccc2O[C@H]1CN(C)C(=O)Nc1ccc2c(c1)OCO2	-1
7	C[C@H](CO)N1C[C@H](C)[C@H](CN(C)S(C)(=O)=O)Oc2ccc(NC(=O)CCC(F)(F)F)cc2C1=O	2
8	C[C@@H]1CCCCO[C@@H](CN(C)Cc2ccccc2)[C@H](C)CN([C@H](C)CO)C(=O)c2cc(NS(=O)(=O)c3cn(C)cn3)ccc2O1	-4
9	C[C@H]1CN([C@@H](C)CO)C(=O)c2cc(NC(=O)Nc3ccc(C(F)(F)F)cc3)ccc2O[C@H]1CN(C)Cc1ccc(C(=O)Nc2ccccc2N)cc1	-4
10	CC(C)C#Cc1ccc2c(c1)O[C@@H](CN(C)C(=O)CN(C)C)[C@H](C)CN([C@@H](C)CO)S2(=O)=O	4
11	C[C@H](CO)N1C[C@H](C)[C@H](CN(C)S(=O)(=O)c2ccc(Oc3ccccc3)nc2)OCc2cnnn2CCCC1=O	4
12	C[C@@H]1CN([C@@H](C)CO)C(=O)c2cc(C3=CCCC3)cnc2O[C@H]1CN(C)C(=O)Nc1cccc(F)c1	2
13	CC(C)NC(=O)Nc1ccc2c(c1)C(=O)N([C@@H](C)CO)C[C@H](C)[C@@H](CN(C)C(=O)CCCN(C)C)OCCCC[C@H](C)O2	-4
14	COCC#Cc1ccc2c(c1)O[C@H](CN(C)Cc1ccccc1F)[C@H](C)CN([C@H](C)CO)S2(=O)=O	2
15	COc1cccc(NC(=O)N(C)C[C@@H]2Oc3ncc(C#Cc4ccncc4)cc3C(=O)N([C@H](C)CO)C[C@H]2C)c1	-1
16	CC(C)CC#Cc1cnc2c(c1)C(=O)N([C@H](C)CO)C[C@@H](C)[C@H](CN(C)Cc1ccccc1)O2	3
17	C[C@H]1CN([C@@H](C)CO)C(=O)c2cccc(NC(=O)c3nc4ccccc4s3)c2O[C@H]1CN(C)S(=O)(=O)c1cn(C)cn1	-3
18	COc1cc2c(cc1OC)-c1onc(-c3ccc(OCCO)cc3)c1CCCN(CC(C)O)CC2 (stereo not drawn)	-1
19	C[C@@H]1CN([C@@H](C)CO)C(=O)c2cc(NS(C)(=O)=O)ccc2O[C@@H]1CN(C)Cc1ccccc1	1
20	C[C@@H]1CN([C@H](C)CO)C(=O)c2cccc(NS(C)(=O)=O)c2O[C@H]1CN(C)Cc1ccc(Cl)c(Cl)c1	-1
21	Cc1ccccc1N=C(N)Nc1ccccc1C	26
22	O=C(C[C@H]1C[C@H]2c3cc(NC(=O)C4CCC4)ccc3O[C@H]2[C@@H](CO)O1)NCc1ccccc1	1
23	C[C@H](CO)N1C[C@H](C)[C@H](CN(C)Cc2ccc(C(=O)O)cc2)OCCCC[C@H](C)Oc2ccc(NC(=O)c3ccncc3)cc2C1=O	5
24	C[C@H]1CN([C@@H](C)CO)C(=O)c2cc(NS(=O)(=O)c3ccc(F)cc3)ccc2O[C@H]1CN(C)C(=O)Nc1ccc2c(c1)OCO2	1
25	C[C@@H]1CCCCO[C@H](CN(C)C(=O)c2ccccc2)[C@@H](C)CN([C@H](C)CO)C(=O)c2cc(NC(=O)Nc3ccc4c(c3)OCO4)ccc2O1	22
26	COc1ccc(CNC(=O)C[C@H]2C[C@H]3c4cc(NC(=O)NC5CCCC5)ccc4O[C@H]3[C@H](CO)O2)cc1	5
27	Cc1cc(C(=O)Nc2cccc3c2O[C@@H](CN(C)Cc2ccc4c(c2)OCO4)[C@@H](C)CN([C@@H](C)CO)C3=O)n(C)n1	1
28	COCC(=O)N(C)C[C@H]1Oc2cc(C#CC(C)(C)O)ccc2S(=O)(=O)N([C@@H](C)CO)C[C@@H]1C	5
29	C[C@H]1CCCCO[C@@H](CN(C)Cc2ccncc2)[C@@H](C)CN([C@@H](C)CO)C(=O)c2cc(NC(=O)Nc3ccc(C(F)(F)F)cc3)ccc2O1	-2
30	Cc1noc(C)c1S(=O)(=O)Nc1ccc2c(c1)C(=O)N([C@@H](C)CO)C[C@H](C)[C@H](CN(C)C(=O)Nc1ccc(C(F)(F)F)cc1)OCCCC[C@H](C)O2	-4
31	CCCN(C)C[C@@H]1Oc2cc(C#CCOC)ccc2S(=O)(=O)N([C@H](C)CO)C[C@@H]1C	-1
32	C[C@@H]1CN([C@@H](C)CO)C(=O)Cc2cc(NC(=O)C3CC3)ccc2O[C@H]1CN(C)Cc1ccncc1	-12

# 9 neighbouring compounds already listed, for reference:
nr	canonical_smiles	NSD2 inh
19	C[C@@H]1CN([C@@H](C)CO)C(=O)c2cc(NS(C)(=O)=O)ccc2O[C@@H]1CN(C)Cc1ccccc1	1
20	C[C@@H]1CN([C@H](C)CO)C(=O)c2cccc(NS(C)(=O)=O)c2O[C@H]1CN(C)Cc1ccc(Cl)c(Cl)c1	-1
21	Cc1ccccc1N=C(N)Nc1ccccc1C	26
22	O=C(C[C@H]1C[C@H]2c3cc(NC(=O)C4CCC4)ccc3O[C@H]2[C@@H](CO)O1)NCc1ccccc1	1
23	C[C@H](CO)N1C[C@H](C)[C@H](CN(C)Cc2ccc(C(=O)O)cc2)OCCCC[C@H](C)Oc2ccc(NC(=O)c3ccncc3)cc2C1=O	5
24	C[C@H]1CN([C@@H](C)CO)C(=O)c2cc(NS(=O)(=O)c3ccc(F)cc3)ccc2O[C@H]1CN(C)C(=O)Nc1ccc2c(c1)OCO2	1
25	C[C@@H]1CCCCO[C@H](CN(C)C(=O)c2ccccc2)[C@@H](C)CN([C@H](C)CO)C(=O)c2cc(NC(=O)Nc3ccc4c(c3)OCO4)ccc2O1	22
26	COc1ccc(CNC(=O)C[C@H]2C[C@H]3c4cc(NC(=O)NC5CCCC5)ccc4O[C@H]3[C@H](CO)O2)cc1	5
27	Cc1cc(C(=O)Nc2cccc3c2O[C@@H](CN(C)Cc2ccc4c(c2)OCO4)[C@@H](C)CN([C@@H](C)CO)C3=O)n(C)n1	1

# Later entries
nr	canonical_smiles	NSD2 inh
33	C[C@@H]1CN([C@@H](C)CO)C(=O)c2cc(NC(=O)Nc3ccc(F)cc3)ccc2O[C@@H](C)CCCCO[C@@H]1CN(C)Cc1ccc(C(=O)O)cc1	-7
34	COc1ccc(S(=O)(=O)N(C)C[C@H]2OCCCC[C@@H](C)Oc3ccc(NC(=O)Cc4ccccc4)cc3C(=O)N([C@@H](C)CO)C[C@H]2C)cc1	0
35	CCCC#Cc1ccc2c(c1)O[C@@H](CN(C)C(=O)CN(C)C)[C@H](C)CN([C@H](C)CO)S2(=O)=O	-1
36	COc1ccc(NC(=O)N[C@@H]2C=C[C@H](CC(=O)NC3CCC3)O[C@H]2CO)cc1	4
37	C[C@@H]1CN([C@H](C)CO)C(=O)Cc2cc(NS(=O)(=O)c3ccc(F)cc3)ccc2O[C@H]1CN(C)Cc1ccc(-c2ccccc2)cc1	-11
38	C[C@@H]1CN([C@H](C)CO)C(=O)Cc2cc(NC(=O)C3CCCCC3)ccc2O[C@H]1CN(C)C(=O)Nc1ccc(F)cc1	0
39	C[C@H](CO)N1C[C@H](C)[C@H](CN(C)C(=O)Nc2ccccc2F)Oc2ncc(-c3ccc(F)cc3)cc2C1=O	1
40	C[C@H]1CCCCO[C@H](CN(C)Cc2ccc3c(c2)OCO3)[C@@H](C)CN([C@@H](C)CO)C(=O)c2cc(NS(=O)(=O)c3cn(C)cn3)ccc2O1	1
41	C[C@@H]1CN([C@@H](C)CO)S(=O)(=O)c2ccc(C#CC(C)(C)O)cc2O[C@H]1CN(C)CC1CCCC1	-5
42	C[C@H](CO)N1C[C@H](C)[C@@H](CN(C)CC2CCCCC2)Oc2ccc(NC(=O)Nc3ccc(C(F)(F)F)cc3)cc2C1=O	0
43	CSc1nc(COc2ccc(C(C)(C)C)cc2)nc(-n2cccc2)c1C#N	4
44	O=C(C[C@@H]1C=C[C@@H](NC(=O)c2ccccn2)[C@@H](CO)O1)NCc1cc(F)cc(F)c1	4
45	C[C@@H]1CN([C@H](C)CO)C(=O)c2cc(N(C)C)ccc2O[C@@H]1CN(C)C(=O)Nc1ccc2c(c1)OCO2	1
46	COc1ccc(CN(C)C[C@H]2OCCCC[C@H](C)Oc3ccc(NC(=O)c4ccccc4)cc3C(=O)N([C@@H](C)CO)C[C@@H]2C)cc1	4
47	COc1ccc(S(=O)(=O)Nc2ccc3c(c2)CC(=O)N([C@@H](C)CO)C[C@H](C)[C@@H](CN(C)Cc2ccc(-c4ccccc4)cc2)O3)cc1	-1
48	C#CCOc1ccc(/C=N/NC(=O)c2ccccn2)cc1	2
49	C[C@H](CO)N1C[C@H](C)[C@@H](CN(C)S(=O)(=O)c2cccs2)OCCCC[C@H](C)Oc2ccc(NC(=O)Nc3cccc4ccccc34)cc2C1=O	-9
50	CS(=O)(=O)Nc1ccc2c(c1)[C@H]1C[C@H](CC(=O)NCCc3ccccc3)O[C@H](CO)[C@H]1O2	0
51	C[C@H]1CN([C@@H](C)CO)C(=O)Cc2cc(NC(=O)Cc3cn(C)c4ccccc34)ccc2O[C@@H]1CN(C)Cc1ccc2c(c1)OCO2	-4
52	COc1ccc(S(=O)(=O)Nc2ccc3c(c2)C(=O)N([C@H](C)CO)C[C@@H](C)[C@H](CN(C)S(=O)(=O)c2ccc(F)cc2)OCCCC[C@@H](C)O3)cc1	-20
53	CC(C)NC(=O)Nc1cccc2c1O[C@@H](CN(C)C(=O)NC(C)C)[C@@H](C)CN([C@@H](C)CO)C2=O	-2
54	C[C@@H]1CCCCO[C@@H](CN(C)S(=O)(=O)c2cccs2)[C@H](C)CN([C@@H](C)CO)C(=O)c2cc(NS(=O)(=O)c3cccs3)ccc2O1	-3
55	COCC#Cc1ccc2c(c1)O[C@H](CN(C)C(=O)c1ccccc1F)[C@H](C)CN([C@@H](C)CO)S2(=O)=O	-79
56	CCCN(C)C[C@@H]1Oc2cc(-c3cncnc3)ccc2S(=O)(=O)N([C@H](C)CO)C[C@@H]1C	-6
57	COCC#Cc1ccc2c(c1)O[C@@H](CN(C)C(=O)Nc1ccc(OC)cc1)[C@@H](C)CN([C@@H](C)CO)S2(=O)=O	-2
58	C[C@@H]1CCCCO[C@@H](CN(C)Cc2ccc3c(c2)OCO3)[C@@H](C)CN([C@@H](C)CO)C(=O)c2cc(NC(=O)Nc3ccc(F)cc3)ccc2O1	3
59	CO[C@H]1O[C@H](CO)[C@@H](OC(=O)Nc2ccccc2-c2ccccc2)[C@H](OC(=O)Nc2ccccc2)[C@H]1OC(=O)Nc1ccccc1	-8
60	C[C@@H]1CCCCO[C@H](CN(C)S(=O)(=O)c2ccc(F)cc2)[C@@H](C)CN([C@H](C)CO)C(=O)c2cc(NS(=O)(=O)c3cccs3)ccc2O1	-4
61	C[C@H]1CCCCO[C@@H](CN(C)C(=O)CCCN(C)C)[C@@H](C)CN([C@@H](C)CO)C(=O)c2cc(NC(=O)Nc3ccccc3)ccc2O1	2
62	COc1ccc(S(=O)(=O)N(C)C[C@@H]2Oc3ncccc3C(=O)N([C@H](C)CO)C[C@@H]2C)cc1	-4
63	COc1ccc(CN(C)C[C@H]2Oc3ccc(NC(=O)NC(C)C)cc3CC(=O)N([C@H](C)CO)C[C@H]2C)cc1	-5
64	C[C@@H]1CN([C@H](C)CO)C(=O)c2cc(NC(=O)CCCN(C)C)ccc2O[C@@H]1CN(C)S(=O)(=O)c1ccccc1	6
65	CC(C)NC(=O)N(C)C[C@@H]1Oc2ccc(NS(=O)(=O)c3ccccc3)cc2C(=O)N([C@@H](C)CO)C[C@@H]1C	-3
66	O=C(Cn1ncc2ccccc2c1=O)Nc1cccc([N+](=O)[O-])c1	4
67	O=C(CCCCCC/C=C/c1ccc2c(c1)OCO2)N1CCCCC1	2
68	C[C@@H]1CN([C@H](C)CO)C(=O)CCCn2cc(nn2)CO[C@@H]1CN(C)S(=O)(=O)c1cccs1	4
69	COc1ccc(S(=O)(=O)N(C)C[C@H]2Oc3ccc(NS(C)(=O)=O)cc3CC(=O)N([C@@H](C)CO)C[C@@H]2C)cc1	-2
70	C[C@@H]1CN([C@@H](C)CO)C(=O)Cc2cc(NC(=O)Nc3ccccc3)ccc2O[C@H]1CN(C)Cc1ccc(Cl)c(Cl)c1	-4
71	CNC[C@@H]1Oc2ccc(N(C)C)cc2CC(=O)N([C@@H](C)CO)C[C@H]1C	-27
72	COc1ccc(NC(=O)N(C)C[C@@H]2Oc3ccc(NC(=O)Cc4cn(C)c5ccccc45)cc3C(=O)N([C@H](C)CO)C[C@H]2C)cc1	2
73	CCCCC(=O)O[C@H]1CCC2C3CCc4cc(O)ccc4C3CC[C@@]21C (stereo partly drawn)	4
74	COC(=O)/C=C1\NC2CCCCC2NC1=O (stereo not drawn)	-4
75	C[C@@H]1CN([C@@H](C)CO)C(=O)Cc2cc(NC(=O)CCCCCC(=O)Nc3ccccc3N)ccc2O[C@@H]1CN(C)Cc1ccccc1	-4
76	O=C(C[C@H]1CC[C@@H](NS(=O)(=O)c2ccccc2)[C@@H](CO)O1)NCc1ccncn1	5
77	C=CCOc1ccccc1/C=N/NC(=O)c1ccccn1	3
78	C[C@@H]1CN([C@H](C)CO)C(=O)CCCn2nncc2CO[C@@H]1CN(C)C	0
79	C[C@@H]1CN([C@H](C)CO)C(=O)c2cc(C#CCc3ccccc3)cnc2O[C@@H]1CN(C)Cc1ccc(C(=O)O)cc1	-4

# Source: PubChem

# These rows are one share of the data, so the mix of outcomes need not match the whole.
